From PubChem
LYPLA1 inh: LYPLA1 inhibitors, primary screen, counter-screen for PME1 inhibitor project, biochemical, fluorescence polarization, FP-Rh probe ABPP; AID 2174, 2009; 320,000 tested, 0.16% active; recombinant LYPLA1; inhibition, % at 5.9 µM;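 active means inhibition above the mean of all tested compounds plus 3 SD, set per campaign, cut at about 14% in these data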;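 further: inhibitors block serine hydrolase probe labeling of LYPLA1 so polarization falls; 0% = enzyme with DMSO and 100% = wells lacking LYPLA1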
PAFAH1B2 FP inh: PAFAH1B2 enzyme inhibitors, primary screen, biochemical, fluorescence polarization, human; recombinant PAFAH1B2, FP-rhodamine activity probe; 340,000 tested, 1.2% active; AID 492953, 2010; inhibition, % at 3.39 µM;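 active means inhibition above the mean of all tested compounds plus 3 SD, cut at about 24% in these data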;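 further: 0% = enzyme with DMSO and 100% = wells lacking PAFAH1B2; many of its hits are not listed in these tables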
PAD4 inh: human PAD4 inhibitors, primary screen, biochemical, fluorescence polarization, 1536-well format; Protein-arginine deiminase type-4 (Homo sapiens), Q9UM07; recombinant PAD4, RCA probe fluorescence polarization; inhibition, % at 6.36 µM; 330,000 tested, 0.41% active;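 active means percent inhibition above a cutoff equal to the mean of all tested compounds plus 3 SD, cut at about 15% in these data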;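 further: 0% = PAD4 with RCA probe and DMSO and 100% = probe without PAD4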
LYPLA2 inh: LYPLA2 inhibitors, primary screen, counter-screen for PME1 inhibitor project, biochemical, fluorescence polarization, FP-Rh probe ABPP | inhibition, % at 5.9 µM | AID 2177, 2009 | 320,000 tested, 0.38% active | recombinant LYPLA2;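 active means inhibition above the screen-wide mean plus 3 SD, limit set per campaign, cut at about 26% in these data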;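 further: 0% = LYPLA2 with DMSO and 100% = wells lacking LYPLA2 enzyme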
Target sequence (O95372 whole entry, looked up): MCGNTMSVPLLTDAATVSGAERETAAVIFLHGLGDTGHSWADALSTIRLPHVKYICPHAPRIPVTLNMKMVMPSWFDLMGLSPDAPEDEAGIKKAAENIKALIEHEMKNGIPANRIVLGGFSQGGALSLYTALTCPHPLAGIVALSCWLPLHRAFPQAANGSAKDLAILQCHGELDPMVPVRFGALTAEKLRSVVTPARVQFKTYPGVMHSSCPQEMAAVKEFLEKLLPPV
PME-1 inh: PME-1 inhibitors via competitive probe labeling, primary screen, biochemical, fluorescence polarization, FP-Rh probe, HTS; 320,000 tested, 0.53% active; recombinant PME-1; inhibition, % at 5.9 µM; AID 2130, 2009;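 active means inhibition above the campaign mean of all compounds plus 3 SD, cut at about 26% in these data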;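 further: competitive labeling of PME-1 active site by serine hydrolase directed probe; 0% = PME-1 with DMSO and 100% = wells lacking PME-1 enzyme; inhibitors block probe labeling so polarization falls and inhibition rises; many of its hits are not listed in these tables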
Target sequence (Q9Y570 whole entry, looked up): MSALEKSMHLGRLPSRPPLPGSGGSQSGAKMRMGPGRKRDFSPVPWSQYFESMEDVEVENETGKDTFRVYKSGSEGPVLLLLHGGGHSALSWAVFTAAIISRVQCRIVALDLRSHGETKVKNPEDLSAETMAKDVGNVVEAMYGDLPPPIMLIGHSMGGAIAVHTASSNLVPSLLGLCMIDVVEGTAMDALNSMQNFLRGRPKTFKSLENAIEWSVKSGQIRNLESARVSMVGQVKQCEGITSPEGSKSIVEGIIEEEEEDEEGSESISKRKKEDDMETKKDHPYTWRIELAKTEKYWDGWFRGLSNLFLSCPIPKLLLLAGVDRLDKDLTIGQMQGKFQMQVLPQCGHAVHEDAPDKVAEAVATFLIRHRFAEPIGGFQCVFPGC
GSTO1 counter: inhibitors of recombinant GSTO1, primary screen, counter-screen for RBBP9 inhibitor project, biochemical, fluorescence polarization | activity-based probe fluorescence polarization | inhibition, % at 5.96 µM | 300,000 tested, 1.1% active;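 active means inhibition above the campaign mean inhibition plus 3 SD, cut at about 35% in these data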;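 further: 0% = GSTO1-1 with DMSO and 100% = wells lacking GSTO1-1 enzyme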
Target sequence (P78417 whole entry, looked up): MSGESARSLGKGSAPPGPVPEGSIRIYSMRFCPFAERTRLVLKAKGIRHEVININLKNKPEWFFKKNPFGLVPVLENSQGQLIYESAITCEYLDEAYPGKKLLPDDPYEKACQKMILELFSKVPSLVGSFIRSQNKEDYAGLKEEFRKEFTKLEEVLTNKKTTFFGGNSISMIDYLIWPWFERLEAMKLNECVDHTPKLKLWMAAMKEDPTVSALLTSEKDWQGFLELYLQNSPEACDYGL
PAFAH1B3 inh: PAFAH1B3 enzyme inhibitors, primary screen, biochemical, fluorescence polarization, human | inhibition, % at 3.39 µM | Platelet-activating factor acetylhydrolase IB subunit alpha1 (Homo sapiens), Q15102 | recombinant PAFAH1B3, FP-rhodamine probe | 340,000 tested, 0.28% active;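 active means inhibition above the screen-wide average of all tested compounds plus 3 SD, cut at about 25% in these data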;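 further: 0% = enzyme with DMSO only and 100% = wells lacking PAFAH1B3 protein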
PREPL inhibitor: PREPL enzyme inhibitors, primary screen, biochemical, fluorescence polarization; Prolyl endopeptidase-like (Homo sapiens), Q4J6C6; AID 2751, 2010; 320,000 tested, 0.68% active; recombinant PREPL, fluorescence polarization activity-based probe; inhibition, % at 5.96 µM; in the data active means inhibition above about 43%;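 further: 0% = enzyme with DMSO and 100% = wells lacking enzyme; many of its hits are not listed in these tables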
pPAFAH FP inh: pPAFAH enzyme inhibitors, primary screen, biochemical, fluorescence polarization, human; recombinant pPAFAH, FP-rhodamine probe fluorescence polarization; inhibition, % at 3.39 µM; AID 463082, 2010; Platelet-activating factor acetylhydrolase (Homo sapiens), Q13093; 330,000 tested, 1.5% active;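 active means inhibition above the mean inhibition across the screen plus 3 SD, cut at about 25% in these data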;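 further: inhibitors block binding of the rhodamine activity-based probe so polarization drops; 0% = enzyme with DMSO and 100% = wells lacking pPAFAH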
* hit, by the source's call; x = no result given; & = joins results of further samples. This is a subset, so the mix of outcomes need not match the whole.

Molecule	LYPLA1 inh	PAFAH1B2 FP inh	PAD4 inh	LYPLA2 inh	PME-1 inh	GSTO1 counter	PAFAH1B3 inh	PREPL inhibitor	pPAFAH FP inh
O=C(O)c1ccccc1C(=O)OCc1ccccc1	3	0	-3	5	6	4	3	4	-1
COc1ccc(C(=O)N/C(=C\c2cn(S(=O)(=O)N(C)C)c3ccccc23)C(=O)NCCN2CCOCC2)cc1	-3	0	2	0	-1	3	4	-10	3
Cc1cccc2cc3cccc(C)c3nc12	-2	-1	-4	-3	-7	-2	12	-13	2
Cc1ccc(-c2nnc(-c3ccc(NC(=O)c4cccs4)cc3)o2)cc1	0	-3	2	7	-9	3	-1	21	-1
CN1CCN(CC(=O)Nc2nc3c(s2)CCCC3)CC1	4	-4	-1	9	1	-3	-4	13	3
Cc1ccc(-n2nnc(-c3nccs3)n2)cc1	3	4	0	0	-2	-2	3	-2	6
O=C(COc1ccccc1)OCc1cc(-c2ccco2)on1	1	2	-2	4	8	x	7	-4	17
Cn1c(C(=O)OC(C(=O)NCc2ccco2)c2ccncc2)cc2sccc21 (configuration not stated)	-1	1	-4	-1	4	-5	6	-8	3
CC(C)c1ccc(NC2CCCN(C(=O)CCn3cnnn3)C2)cc1 (configuration not stated)	0	-3	-2	-3	1	2	-8	15	-1
Oc1ccc(NCc2cccs2)cc1	4	3	4	12	14	15	8	17	28*
O=S(=O)(/N=C(/c1ccc(Cl)cc1)N1CCOCC1)c1ccc(Cl)cc1	5	1	-5	8	3	2	-4	36	3
CC(=O)N1N=C(c2cccc([N+](=O)[O-])c2)OC1(C)c1cccs1 (configuration not stated)	0	3	0	1	0	6	7	13	3
Cc1cc(NC(=O)C2CC=CCC2C(=O)O)ccc1NC(=O)c1ccccc1 (configuration not stated)	-1	-3	-4	-3	0	5	-4	-4	-2
Cc1ccc(S(=O)(=O)CCC(=O)Nc2ccccc2Br)cc1	0	4	2	5	-8	-1	0	11	4
CN(C)CCCNc1nc(-c2ccccc2)c2c(c1C#N)CC(C)(C)OC2	0	3	-1	2	-7	1	4	1	2
CC(C)(C)c1cnnn1-c1ccc(-c2csc(N)n2)cc1	1	0	0	1	-11	-4	5	10	2
Cc1cc(C(=O)NNC(=S)NC(C)c2ccccc2)c2ccccc2n1 (configuration not stated)	1	4	-1	7	8	-15	9	17	15
O=C1C(=O)N(CCN2CCOCC2)C(c2cccnc2)/C1=C(/O)c1ccccc1 (configuration not stated)	1	x	0	4	-1	2	x	2	-2
Cc1ccc(CNC(=O)C(=O)NCC2CCCN2S(=O)(=O)c2cc(C)ccc2C)cc1 (configuration not stated)	4	28*	-7	8	1	-1	7	20	9
COc1ccc(CNc2nc3c(c(=O)[nH]c(=O)n3C)n2CCCc2ccccc2)cc1	4	7	-1	4	3	2	3	16	7
OC(COc1ccccc1CNCc1cccnc1)CN1CCc2ccccc2C1 (configuration not stated)	-2	3	-8	-1	2	10	0	31	-4
CC(=O)N1CC(C(=O)Nc2ccc3c(c2)OCO3)Oc2ccccc21 (configuration not stated)	x	0	-13	x	x	x	9	22	6
C=CCn1c(P(C)(=O)O)nc2ccccc21	0&1	4&-1	3&-4	7&2	3&2	1&1	9&7	2&7	0&0
COc1ccc(CC(=O)NCC2CCCCC2)cc1OC	9	1	-1	10	-2	-7	6	-1	4
COc1ccc(C2CC(c3ccccc3)=NN2C(=O)COC(=O)c2cccc(O)c2)cc1 (configuration not stated)	x	4	-5	x	x	x	4	-9	1
CCCCNC(=O)CN1C(=O)NC2NC(=O)NC21 (configuration not stated)	-1	7	-2	-2	0	5	9	5	2
O=C(O)CCSc1nnc(-c2ccccc2)n1-c1ccccc1	7	24*	3	15	4	-3	2	5	6
Cn1c(N)c(C(=O)COC(=O)Cc2ccccc2F)c(=O)n(C)c1=O	x	3	0	x	x	x	-4	7	5
CCOC(=O)Cn1cnc(-c2ccc([N+](=O)[O-])cc2)c1	-5	4	0	-3	0	3	-3	3	2
CCOC(=O)C1CCCN(C(=O)COc2ccc(S(=O)(=O)N(CC)c3ccccc3)cc2)C1 (configuration not stated)	-1	-2	-11	5	-1	-4	8	-3	34*

The last 7 entries of the section before come first, to join the parts:
Molecule	LYPLA1 inh	PAFAH1B2 FP inh	PAD4 inh	LYPLA2 inh	PME-1 inh	GSTO1 counter	PAFAH1B3 inh	PREPL inhibitor	pPAFAH FP inh
COc1ccc(CC(=O)NCC2CCCCC2)cc1OC	9	1	-1	10	-2	-7	6	-1	4
COc1ccc(C2CC(c3ccccc3)=NN2C(=O)COC(=O)c2cccc(O)c2)cc1 (configuration not stated)	x	4	-5	x	x	x	4	-9	1
CCCCNC(=O)CN1C(=O)NC2NC(=O)NC21 (configuration not stated)	-1	7	-2	-2	0	5	9	5	2
O=C(O)CCSc1nnc(-c2ccccc2)n1-c1ccccc1	7	24*	3	15	4	-3	2	5	6
Cn1c(N)c(C(=O)COC(=O)Cc2ccccc2F)c(=O)n(C)c1=O	x	3	0	x	x	x	-4	7	5
CCOC(=O)Cn1cnc(-c2ccc([N+](=O)[O-])cc2)c1	-5	4	0	-3	0	3	-3	3	2
CCOC(=O)C1CCCN(C(=O)COc2ccc(S(=O)(=O)N(CC)c3ccccc3)cc2)C1 (configuration not stated)	-1	-2	-11	5	-1	-4	8	-3	34*
COC(=O)/C(C#N)=C/c1c(Oc2cc(C)cc(C)c2)nc2ccccn2c1=O	3	x	5	-3	-1	-9	x	-2	5
COc1ccc(C(C(=O)NCc2ccccc2)N(Cc2cccnc2)C(=O)c2snc(C(N)=O)c2N)cc1OC (configuration not stated)	0	4	0	-6	5	7	4	2	6
O=[n+]1cc(-c2ccc(Cl)cc2)n([O-])c2c1CCCCC2	0	-8	-2	1	-4	5	4	-1	1
Cc1cccc(OCCCC(=O)NC(C)c2ccccc2)c1 (configuration not stated)	-1	4	-2	-5	1	4	4	2	3
O=C(NCC1CCCO1)c1cccc(S(=O)(=O)NCc2ccccc2)c1 (configuration not stated)	3	4	-8	6	-5	-6	2	-2	-1
O=C(OCCN1CCCCC1)C1(c2ccccc2)CCCC1	0	14	4	-3	-3	-4	5	1	-5
O=C(/C=C/c1cccc([N+](=O)[O-])c1)Nn1c(-c2ccccc2F)nc2ccccc2c1=O	0	-2	-2	1	3	-1	7	18	-13
c1ccc(Oc2cccc(OCCCCN3CCCC3)c2)cc1	-3	1	-1	-3	0	5	-3	13	-1
CCC[N+](C)(C)C(C)C(OC(C)=O)c1ccccc1 (configuration not stated)	2	4	5	5	-2	18	2	-8	-4
Fc1ccccc1/C=N/Nc1cc(N2CCCCC2)ncn1	-6	2	-2	-4	3	2	20	9	1
O=C(O)c1cccc(NC(=O)c2ccc(N3C(=O)c4ccc(C(=O)Nc5cccc(C(=O)O)c5)cc4C3=O)cc2)c1	4	1	-7	15	0	3	7	-4	5
Cc1ccc(NC(=O)CCN2C(=O)c3ccccc3S2(=O)=O)cc1C	0	1	1	2	2	-7	6	10	1
Cc1sc2nc(SCC(=O)Nc3ccc(S(=O)(=O)NCCCC(=O)O)cc3)[nH]c(=O)c2c1C	2	3	0	6	5	-20	0	0	-1
CC(=O)Nc1ccc(S(=O)(=O)N(C)CC(=O)OCC(=O)c2cc(C)n(-c3ccc4c(c3)OCO4)c2C)cc1	-8	1	-5	-1	1	4	6	13	-3
O=C(N/N=C/c1cccs1)c1ccccn1	0	2	-1	-1	-2	4	-3	11	3
COCCNC(=O)/C(C#N)=C/c1ccc(OCc2ccc(F)cc2)cc1	1	11	-3	10	1	7	1	-19	15
CC(=O)c1cn(CC(=O)Nc2ccccc2C(F)(F)F)c2ccccc12	-1	0	0	2	-2	12	0	-4	0
CCOC(=O)c1cnc2ccc(OCC)cc2c1NCCN1CCOCC1	1	5	-5	1	-5	1	4	7	2
O=S1(=O)C=C(Oc2ccc3ccccc3c2)c2ccccc21	-4	4	3	15	-1	-1	8	2	-8
CSC1=NC2(CC(c3ccccc3)Oc3cc(O)ccc32)CC(C)(C)N1 (configuration not stated)	2	-1	-3	3	-4	2	3	-15	6
CCOC(=O)C1=C(CSc2nc3c(cc2C#N)CN(C)CC3)OC(N)=C(C#N)C1c1ccc(F)cc1 (configuration not stated)	-4	5	2	-10	6	-6	15	19	25
CCOC(=O)C1CCN(C(=O)CSc2nnc(-c3ccco3)n2-c2ccccc2)CC1	2	4	1	-2	-8	-2	10	4	5
O=S(=O)(Nc1cccc(S(=O)(=O)N2CCOCC2)c1)c1ccc(Cl)s1	-4	0	-3	-2	0	0	4	-5	-1
CC(C)NC(=O)C1CCCN(S(C)(=O)=O)C1 (configuration not stated)	0	8	1	5	-7	-2	2	6	2
OCC1(Cc2ccccc2)CCN(C2CCN(c3ccc(F)c(F)c3)CC2)CC1	4	4	-7	13	-3	8	6	12	-4
Cc1cc(C)c(NC(=O)CNC(=O)CNC(=O)C2CCCCC2)c(C)c1	1	1	-2	4	1	x	2	8	0
COc1cc(C(=O)NCCc2ccc(S(N)(=O)=O)cc2)ccc1OCc1c(C)noc1C	-2	-2	1	0	1	x	-1	8	-5
CCCOc1ccc(/C(O)=C2\C(=O)C(=O)N(CCCOC)C23C(=O)N(C)c2ccccc23)cc1 (configuration not stated)	2	3	0	15	4	8	17	1	2
Cc1oc(CC(C)C)cc1C(N)=O	-1	7	-5	4	-1	0	9	12	4

Exported field by field: part of the list above.
O=C(N/N=C/c1cccs1)c1ccccn1
- LYPLA1 inh: 0
- PAFAH1B2 FP inh: 2
- PAD4 inh: -1
- LYPLA2 inh: -1
- PME-1 inh: -2
- GSTO1 counter: 4
- PAFAH1B3 inh: -3
- PREPL inhibitor: 11
- pPAFAH FP inh: 3
COCCNC(=O)/C(C#N)=C/c1ccc(OCc2ccc(F)cc2)cc1
- LYPLA1 inh: 1
- PAFAH1B2 FP inh: 11
- PAD4 inh: -3
- LYPLA2 inh: 10
- PME-1 inh: 1
- GSTO1 counter: 7
- PAFAH1B3 inh: 1
- PREPL inhibitor: -19
- pPAFAH FP inh: 15
CC(=O)c1cn(CC(=O)Nc2ccccc2C(F)(F)F)c2ccccc12
- LYPLA1 inh: -1
- PAFAH1B2 FP inh: 0
- PAD4 inh: 0
- LYPLA2 inh: 2
- PME-1 inh: -2
- GSTO1 counter: 12
- PAFAH1B3 inh: 0
- PREPL inhibitor: -4
- pPAFAH FP inh: 0
